Pf apPOL inh = Pf-apPOL inhibitors, biochemical, fluorescence. AID 1794808, 2022. Plasmodium falciparum apicoplast DNA polymerase (apPOL). Recombinant Pf-apPOL, molecular beacon fluorescence, 1.5 h. inhibition, % at 10 µM. actives 0.25% (n = 210,000)
mHTT CaM bind = mutant huntingtin-calmodulin interaction inhibitors – biochemical, AlphaScreen, primary screen; P42858; AlphaScreen His-mHTT/GST-CaM binding, luminescence; AID 1671202, 2021; inhibition, % at 15 µM; actives 3.6% (n = 190,000);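 note: 0% = both proteins with DMSO and 100% = one protein alone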
Target sequence (P42858 whole entry, looked up, stated change not applied): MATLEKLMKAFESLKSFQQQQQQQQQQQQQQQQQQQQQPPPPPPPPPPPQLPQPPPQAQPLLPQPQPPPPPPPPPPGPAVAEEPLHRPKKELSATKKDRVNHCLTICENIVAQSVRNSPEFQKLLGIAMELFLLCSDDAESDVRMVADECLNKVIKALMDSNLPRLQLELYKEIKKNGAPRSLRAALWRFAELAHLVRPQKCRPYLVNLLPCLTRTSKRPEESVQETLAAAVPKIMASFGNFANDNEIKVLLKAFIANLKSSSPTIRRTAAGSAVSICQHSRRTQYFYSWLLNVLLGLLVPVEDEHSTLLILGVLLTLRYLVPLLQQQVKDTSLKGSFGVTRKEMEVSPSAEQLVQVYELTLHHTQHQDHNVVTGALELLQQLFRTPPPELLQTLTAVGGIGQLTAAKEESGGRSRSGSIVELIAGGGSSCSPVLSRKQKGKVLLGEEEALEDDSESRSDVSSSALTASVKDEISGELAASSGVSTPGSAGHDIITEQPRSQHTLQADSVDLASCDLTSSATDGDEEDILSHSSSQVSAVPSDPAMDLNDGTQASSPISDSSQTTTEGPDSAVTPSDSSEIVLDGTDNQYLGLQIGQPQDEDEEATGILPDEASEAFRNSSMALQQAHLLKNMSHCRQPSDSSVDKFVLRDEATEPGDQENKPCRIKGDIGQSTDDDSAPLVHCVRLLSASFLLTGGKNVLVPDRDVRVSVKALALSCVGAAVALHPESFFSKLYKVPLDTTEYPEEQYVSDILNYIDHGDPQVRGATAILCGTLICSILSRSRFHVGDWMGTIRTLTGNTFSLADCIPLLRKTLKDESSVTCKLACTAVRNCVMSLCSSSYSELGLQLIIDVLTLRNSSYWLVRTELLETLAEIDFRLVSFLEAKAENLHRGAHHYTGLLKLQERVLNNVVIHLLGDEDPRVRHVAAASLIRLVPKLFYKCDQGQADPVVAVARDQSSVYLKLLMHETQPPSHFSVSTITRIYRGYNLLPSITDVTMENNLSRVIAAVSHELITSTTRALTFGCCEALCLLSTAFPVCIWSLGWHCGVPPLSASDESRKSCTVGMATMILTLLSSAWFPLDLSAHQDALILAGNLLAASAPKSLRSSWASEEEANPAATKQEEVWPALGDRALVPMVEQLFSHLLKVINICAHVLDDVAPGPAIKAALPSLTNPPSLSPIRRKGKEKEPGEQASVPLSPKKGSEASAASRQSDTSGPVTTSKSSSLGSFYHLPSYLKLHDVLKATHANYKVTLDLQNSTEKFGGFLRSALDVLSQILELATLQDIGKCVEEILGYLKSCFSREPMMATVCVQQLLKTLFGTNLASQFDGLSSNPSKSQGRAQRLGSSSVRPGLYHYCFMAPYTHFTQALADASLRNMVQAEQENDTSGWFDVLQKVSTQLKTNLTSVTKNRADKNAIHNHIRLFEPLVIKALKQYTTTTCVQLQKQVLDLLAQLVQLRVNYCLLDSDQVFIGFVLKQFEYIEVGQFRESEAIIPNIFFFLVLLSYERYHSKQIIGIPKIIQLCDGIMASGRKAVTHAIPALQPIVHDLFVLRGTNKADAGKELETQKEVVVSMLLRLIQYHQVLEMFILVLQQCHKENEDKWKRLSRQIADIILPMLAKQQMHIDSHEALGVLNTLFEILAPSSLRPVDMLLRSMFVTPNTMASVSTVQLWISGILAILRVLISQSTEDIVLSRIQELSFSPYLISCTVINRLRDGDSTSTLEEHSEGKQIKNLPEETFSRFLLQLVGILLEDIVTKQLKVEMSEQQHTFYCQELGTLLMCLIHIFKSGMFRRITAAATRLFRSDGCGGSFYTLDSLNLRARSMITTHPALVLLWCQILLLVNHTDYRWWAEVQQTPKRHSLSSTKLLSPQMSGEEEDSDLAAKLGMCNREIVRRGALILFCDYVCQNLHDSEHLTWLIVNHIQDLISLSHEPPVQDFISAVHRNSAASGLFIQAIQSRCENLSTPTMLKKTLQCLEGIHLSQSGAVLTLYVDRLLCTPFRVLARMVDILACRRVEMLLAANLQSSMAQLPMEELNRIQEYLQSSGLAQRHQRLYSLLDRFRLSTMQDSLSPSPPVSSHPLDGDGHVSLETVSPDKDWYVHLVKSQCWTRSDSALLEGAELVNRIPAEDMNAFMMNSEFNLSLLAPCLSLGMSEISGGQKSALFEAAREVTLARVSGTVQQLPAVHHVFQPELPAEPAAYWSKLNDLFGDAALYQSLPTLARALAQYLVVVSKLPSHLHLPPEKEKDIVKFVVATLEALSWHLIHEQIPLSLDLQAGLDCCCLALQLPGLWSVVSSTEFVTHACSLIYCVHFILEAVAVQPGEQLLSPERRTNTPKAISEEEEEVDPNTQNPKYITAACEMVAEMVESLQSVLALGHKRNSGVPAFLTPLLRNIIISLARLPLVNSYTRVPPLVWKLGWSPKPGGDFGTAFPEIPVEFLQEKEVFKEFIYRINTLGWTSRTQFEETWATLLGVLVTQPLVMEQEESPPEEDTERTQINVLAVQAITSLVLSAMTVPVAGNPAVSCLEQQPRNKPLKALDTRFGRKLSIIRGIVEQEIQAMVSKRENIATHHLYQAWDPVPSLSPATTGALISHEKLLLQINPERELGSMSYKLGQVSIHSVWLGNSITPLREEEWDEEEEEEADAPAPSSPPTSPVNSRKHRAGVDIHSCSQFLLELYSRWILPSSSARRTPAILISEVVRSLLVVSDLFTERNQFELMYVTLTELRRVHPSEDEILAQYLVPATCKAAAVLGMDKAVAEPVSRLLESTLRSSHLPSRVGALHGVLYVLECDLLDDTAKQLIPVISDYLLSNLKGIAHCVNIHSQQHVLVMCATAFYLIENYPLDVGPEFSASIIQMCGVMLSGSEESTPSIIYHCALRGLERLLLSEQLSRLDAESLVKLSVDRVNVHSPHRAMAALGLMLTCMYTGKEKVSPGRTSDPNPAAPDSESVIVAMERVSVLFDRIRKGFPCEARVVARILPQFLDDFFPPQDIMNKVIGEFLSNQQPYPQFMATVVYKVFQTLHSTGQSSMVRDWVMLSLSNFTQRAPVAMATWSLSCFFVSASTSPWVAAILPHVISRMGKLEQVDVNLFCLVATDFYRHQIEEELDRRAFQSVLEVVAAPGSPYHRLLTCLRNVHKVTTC
* = called active by the depositor; & = joins results of further samples. Cut-off read from the data, not from the text of the source: active = inhibition above about 50%; inactive = the rest.

Results for CCOc1ccc(C2CC(c3ccccc3OC)n3ncnc3N2)cc1 (centres undefined) ?
Pf apPOL inh: 3; mHTT CaM bind: 11

What do the screens show for `Cc1ccc(OCC(O)CN2CCN(Cc3ccccc3)CC2)cc1C` (centres undefined)?
Pf apPOL inh: 2; mHTT CaM bind: -6

How did CN(CC(=O)N1N=C(c2cccs2)CC1c1ccccc1F)C(=O)C1CC1 (centres undefined) do in these assays?
Pf apPOL inh: -8; mHTT CaM bind: 18

What do the screens show for `Cc1cccc(NC(=O)Cn2c(=O)n(-c3cc(C)cc(C)c3)c(=O)c3sccc32)c1`?
Pf apPOL inh: -2; mHTT CaM bind: -2

How did CCn1nc(CNC(=O)c2ccc3c(c2)OCO3)c2ccccc21 do in these assays?
Pf apPOL inh: -4; mHTT CaM bind: 0

How did CCCCN(C)S(=O)(=O)c1ccc(F)c(C(=O)Nc2cccc(F)c2)c1 do in these assays?
Pf apPOL inh: -2; mHTT CaM bind: -32

What do the screens show for `O=C(NCc1ccccc1)c1ccc(-n2nnc3ccccc3c2=O)cc1`?
Pf apPOL inh: -3; mHTT CaM bind: 20

How did Cc1ccc(NC(=O)CN2N=NC3C(=O)N(c4ccc(F)cc4)C(=O)C32)cc1C (centres undefined) do in these assays?
Pf apPOL inh: 0; mHTT CaM bind: 16

What do the screens show for `O=C(Nc1ccc(Cl)c(Cl)c1)N(CCCN1CCOCC1)Cc1cccnc1`?
Pf apPOL inh: -15; mHTT CaM bind: 25

How did Cc1ccc(NC(=O)C(=O)Nc2ccc3c(c2)OCO3)cc1N1CCCC1=O do in these assays?
Pf apPOL inh: 0; mHTT CaM bind: 1

What do the screens show for `COc1ccc(/C=c2\sc3nc(-c4ccccc4)nn3c2=O)cc1`?
Pf apPOL inh: -5; mHTT CaM bind: 3

Results for O=C(CCCn1nnc2ccccc2c1=O)NCc1ccccc1 ?
Pf apPOL inh: -2; mHTT CaM bind: 16

What do the screens show for `CCN1c2cc(Cl)ccc2C(=O)NC12CCN(C(=O)Nc1cc(C)ccc1OC)CC2`?
Pf apPOL inh: -1; mHTT CaM bind: 32

What do the screens show for `Cc1ccc(C2CC(C(F)(F)F)n3ncc(C(=O)NC(C)(C)CC(C)(C)C)c3N2)cc1` (centres undefined)?
Pf apPOL inh: -8; mHTT CaM bind: 1

Results for O=S(=O)(c1ccc2c(c1)-c1oncc1CO2)N1CCc2ccccc2C1 ?
Pf apPOL inh: -3; mHTT CaM bind: 0

Results for O=C(CCC1NC(=O)c2ccccc2NC1=O)NCCc1c[nH]c2ccccc12 (centres undefined) ?
Pf apPOL inh: -10; mHTT CaM bind: -5

How did COc1cccc(OC)c1C(=O)Oc1ccc2c(c1)OC(=Cc1sccc1C)C2=O do in these assays?
Pf apPOL inh: -3; mHTT CaM bind: 10

What do the screens show for `Cc1csc(NC(=O)CSc2nnc(Cn3c(=O)sc4ccccc43)n2C)n1`?
Pf apPOL inh: -2; mHTT CaM bind: -11

What do the screens show for `Cc1[nH]nc(CC(C)C)c1NC(=O)c1ccccc1F`?
Pf apPOL inh: -4; mHTT CaM bind: 0

What do the screens show for `CC(C)n1cnnc1C1CCCN(Cc2ccsc2)C1` (centres undefined)?
Pf apPOL inh: 3; mHTT CaM bind: 10

Results for O=C(NCCCN1CCCCC1)C1CC(=O)N(CCc2ccccc2)C1 (centres undefined) ?
Pf apPOL inh: -3; mHTT CaM bind: -8

How did CCCS(=O)(=O)c1c(S(=O)(=O)CCC)c2ccc(C(N)=O)cn2c1C(=O)c1ccccc1 do in these assays?
Pf apPOL inh: -2&5; mHTT CaM bind: 14&17

How did Cc1nc(S(=O)(=O)c2ccc(Cl)cc2)c(N2CCOCC2)o1 do in these assays?
Pf apPOL inh: -3; mHTT CaM bind: 4

Results for COc1ccc(-c2nc3cc(C)ccn3c2NC(=O)C2CCCC2)cc1OC ?
Pf apPOL inh: 3; mHTT CaM bind: 30

What do the screens show for `Nc1ccc(Cl)cc1-n1nc(-c2ccc(F)cc2)c2ccccc2c1=O`?
Pf apPOL inh: 5; mHTT CaM bind: 17

Results for CCOC(=O)C(C)Oc1ccc2c(c1)OC(=Cc1ccccc1)C2=O (centres undefined) ?
Pf apPOL inh: 2; mHTT CaM bind: -4

Results for O=C(Nc1nnc(-c2cccc([N+](=O)[O-])c2)s1)c1ccccc1C(F)(F)F ?
Pf apPOL inh: 4; mHTT CaM bind: -6

Results for Cc1ccc2ncc(C(=O)Nc3ccc(Br)c(C)c3)c(=O)n2c1 ?
Pf apPOL inh: -4; mHTT CaM bind: 0

How did CN1C(=O)c2ccccc2C(C(=O)NCc2ccccn2)C1c1cccs1 (centres undefined) do in these assays?
Pf apPOL inh: 7; mHTT CaM bind: 1

How did CCOC(=O)C1(C)C(C(=O)OC)=C(c2ccc(OC)cc2)c2ccccc2N1C(=O)OC (centres undefined) do in these assays?
Pf apPOL inh: 33; mHTT CaM bind: 11

Results for CC1CCN(c2ccc(-c3nc(-c4ccccc4)no3)cn2)CC1 ?
Pf apPOL inh: -2; mHTT CaM bind: -19

What do the screens show for `O=S(=O)(NCc1cccnc1)c1ccc2[nH]c3c(c2c1)CCCC3`?
Pf apPOL inh: -3; mHTT CaM bind: 22

How did CCN(CC)c1ncnc2sc(C(=O)Nc3ccccn3)c(C)c12 do in these assays?
Pf apPOL inh: -3; mHTT CaM bind: 3

How did Cc1cccc(COC[C@H](Cc2ccccc2)N2CCN(C(=O)c3ccc(C(F)(F)F)cc3)CCC2=O)c1 do in these assays?
Pf apPOL inh: -5; mHTT CaM bind: 99*

What do the screens show for `COc1ccc(N(C(C)C(=O)Nc2ccc3c(c2)OCCO3)S(C)(=O)=O)cc1` (centres undefined)?
Pf apPOL inh: -4; mHTT CaM bind: -1

What do the screens show for `Cc1ccc(Cl)cc1NC(=O)C1CC(=O)N(CCc2c[nH]c3ccc(F)cc23)C1` (centres undefined)?
Pf apPOL inh: -4; mHTT CaM bind: 89*

Sorted by SMILES length (falling): 3 of the compounds above.
What do the screens show for `COc1ccc(N(C(C)C(=O)Nc2ccc3c(c2)OCCO3)S(C)(=O)=O)cc1` (centres undefined)?
Pf apPOL inh: -4; mHTT CaM bind: -1

What do the screens show for `Nc1ccc(Cl)cc1-n1nc(-c2ccc(F)cc2)c2ccccc2c1=O`?
Pf apPOL inh: 5; mHTT CaM bind: 17

Results for CCOC(=O)C(C)Oc1ccc2c(c1)OC(=Cc1ccccc1)C2=O (centres undefined) ?
Pf apPOL inh: 2; mHTT CaM bind: -4

4 compounds drawn at random from those above:
What do the screens show for `O=S(=O)(NCc1cccnc1)c1ccc2[nH]c3c(c2c1)CCCC3`?
Pf apPOL inh: -3; mHTT CaM bind: 22

How did CN1C(=O)c2ccccc2C(C(=O)NCc2ccccn2)C1c1cccs1 (centres undefined) do in these assays?
Pf apPOL inh: 7; mHTT CaM bind: 1

How did Cc1cccc(COC[C@H](Cc2ccccc2)N2CCN(C(=O)c3ccc(C(F)(F)F)cc3)CCC2=O)c1 do in these assays?
Pf apPOL inh: -5; mHTT CaM bind: 99*

What do the screens show for `Cc1ccc(Cl)cc1NC(=O)C1CC(=O)N(CCc2c[nH]c3ccc(F)cc23)C1` (centres undefined)?
Pf apPOL inh: -4; mHTT CaM bind: 89*

New compounds follow
How did O=C(O)CCCCCN1CCN(c2ccccc2)CC1 do in these assays?
Pf apPOL inh: -2

How did OC1(C#Cc2ccccc2)c2ccccc2-c2ncccc21 (centres undefined) do in these assays?
Pf apPOL inh: -22

How did CCN(c1ccccc1)S(=O)(=O)c1cc(Br)cc2c1N(C(C)=O)C(C)C2 (centres undefined) do in these assays?
Pf apPOL inh: -4; mHTT CaM bind: 8

What do the screens show for `CCN(CCCNC(=O)C1CCCN(S(=O)(=O)N2CCCC2)C1)c1cccc(C)c1` (centres undefined)?
Pf apPOL inh: -27; mHTT CaM bind: 36

How did COc1cc(Cl)c(S(=O)(=O)NCc2ccc3c(c2)OCO3)cc1Cl do in these assays?
Pf apPOL inh: -7; mHTT CaM bind: -9

What do the screens show for `O=C(NCc1ccccc1)NC1CCS(=O)(=O)C1` (centres undefined)?
Pf apPOL inh: -4; mHTT CaM bind: -1

How did CCCn1c(=O)c2sc(N3CCCC3)nc2n(CC(=O)Nc2cc(F)cc(F)c2)c1=O do in these assays?
Pf apPOL inh: -3; mHTT CaM bind: -11

How did CCOc1ccc(C(=O)Nc2ccc(-n3nncc3-c3ccccc3)cc2)cc1 do in these assays?
Pf apPOL inh: -3; mHTT CaM bind: -1

What do the screens show for `COc1ccc(/C=C2N=C(/C=C/c3ccc(C)cc3)OC\2=O)cc1`?
Pf apPOL inh: 0; mHTT CaM bind: -2

How did Nc1c(Br)cc([N+](=O)[O-])cc1Br do in these assays?
mHTT CaM bind: -3

What do the screens show for `CCOC(=O)[C@@H](C)N(C(=O)OC(C)(C)C)S(=O)(=O)N(Cc1ccccc1)[C@@H](C(=O)OC)C(C)C`?
Pf apPOL inh: -4; mHTT CaM bind: -14

Results for CC1CCCCC1NCc1ccc([N+](=O)[O-])cc1 (centres undefined) ?
Pf apPOL inh: -4; mHTT CaM bind: 2

Results for CCOc1ccc(NC(=O)N2CCc3c(c(COCc4cccc(F)c4)nn3C)C2)cc1 ?
Pf apPOL inh: 0; mHTT CaM bind: 35

How did O=C(O)c1ccccc1SCCS(=O)(=O)c1ccc(Cl)cc1Cl do in these assays?
Pf apPOL inh: 0

Results for C=CCN1C(=O)NC(C)(C)C1=O ?
Pf apPOL inh: -10

How did Cn1cccc1CNCC(O)C(F)(F)F (centres undefined) do in these assays?
Pf apPOL inh: -2

Results for COCCCNC(=O)c1ccc(F)cc1 ?
Pf apPOL inh: -6; mHTT CaM bind: -3

Results for CCN1CCN(C(=O)c2cnc(-c3ccccc3)nc2N(C)CC)CC1 ?
Pf apPOL inh: -7; mHTT CaM bind: 26

Results for c1cc(-c2ccc(N3CCNCC3)nn2)ccn1 ?
Pf apPOL inh: 4; mHTT CaM bind: -13

How did COc1ccc(-c2c(C)c3ccc(O)cc3oc2=O)c(OC)c1 do in these assays?
Pf apPOL inh: -9; mHTT CaM bind: -4

What do the screens show for `Cc1ccc(C)c(C(=O)N2CCC(c3nc(C(=O)N4CCOCC4)c(C)o3)CC2)c1`?
Pf apPOL inh: -3; mHTT CaM bind: -5

Results for c1ccc(-c2nc(-c3ccc4c(c3)ncn4CCN3CCCCC3)no2)cc1 ?
Pf apPOL inh: -4; mHTT CaM bind: 13

How did O=c1c2c3c(sc2nc2c4ccccc4c(NCC4CCCO4)nn12)CCCC3 (centres undefined) do in these assays?
Pf apPOL inh: 0; mHTT CaM bind: 65*

How did CSC(N)=NN=Cc1cccs1 do in these assays?
Pf apPOL inh: -9&-9

How did CC1=NS(=O)(=O)c2ccccc2N1Cc1cccc(F)c1 do in these assays?
Pf apPOL inh: -1; mHTT CaM bind: -2

What do the screens show for `COc1ccc(NC(=O)c2noc3c2CC(C)CC3)cc1` (centres undefined)?
Pf apPOL inh: 1; mHTT CaM bind: -1

Results for CCc1ccc(CNc2nc3ccncc3n(Cc3ccccc3)c2=O)cc1 ?
Pf apPOL inh: 4; mHTT CaM bind: -5

What do the screens show for `COc1ccc(OC)c(NS(=O)(=O)c2ccc(NS(=O)(=O)c3ccc(C)cc3)cc2)c1`?
Pf apPOL inh: 0; mHTT CaM bind: 0

How did Cc1ccccc1Cn1cc(CN2[C@@H](CC(C)C)COc3cc(Br)ccc3S2(=O)=O)nn1 do in these assays?
Pf apPOL inh: -2; mHTT CaM bind: -17

What do the screens show for `COc1cc(-c2nnc(SCC(=O)c3cccs3)n2C)cc(OC)c1OC`?
Pf apPOL inh: -8

Results for O=C1NCCCc2nc(Nc3ccccc3)sc21 ?
Pf apPOL inh: -4; mHTT CaM bind: -7

How did CN1C(=O)C2(SCC(=O)N2c2ccccc2)c2ccccc21 (centres undefined) do in these assays?
mHTT CaM bind: 0

How did CN1C(=O)CC(C(=O)Nc2ccc(Cl)cc2)SC1=Nc1cc(Cl)c(O)c(Cl)c1 (centres undefined) do in these assays?
Pf apPOL inh: -6; mHTT CaM bind: 34

How did O=C(Cc1cccs1)OCc1cc(-c2ccc(F)cc2F)on1 do in these assays?
Pf apPOL inh: 2; mHTT CaM bind: -99

How did COc1ccc(CNC(=O)C2(C)CCCN(C(=O)Cc3ccc(F)cc3)C2)cc1 (centres undefined) do in these assays?
Pf apPOL inh: -5; mHTT CaM bind: 6

What do the screens show for `CCN(CC)S(=O)(=O)c1ccc(OC)c(NC(=O)c2ccc([N+](=O)[O-])cc2)c1`?
Pf apPOL inh: -6; mHTT CaM bind: -1

How did CCN(CC)c1ccc2cc(C(N)=O)c(=Nc3ccc(F)c(Cl)c3)oc2c1 do in these assays?
Pf apPOL inh: 0; mHTT CaM bind: 5

How did COc1ccc(C(=O)Nc2ccc(S(=O)(=O)Nc3ncccn3)cc2)cc1OC do in these assays?
Pf apPOL inh: -2; mHTT CaM bind: 4

Results for O=C(CN1C(=O)CCCc2ccccc21)N1CCN(c2ccccc2F)CC1 ?
Pf apPOL inh: -2; mHTT CaM bind: 1

How did c1cncc(-c2nc(-c3ccncc3)no2)c1 do in these assays?
Pf apPOL inh: -1; mHTT CaM bind: -1

Results for N#CC1=C(N)Oc2n[nH]c(-c3ccccn3)c2C1c1ccc([N+](=O)[O-])s1 (centres undefined) ?
Pf apPOL inh: 5; mHTT CaM bind: 99*

How did CCOC(=O)CNC(=O)NC1CC(=O)N(c2ccc(OC)c(OC)c2)C1 (centres undefined) do in these assays?
Pf apPOL inh: -6; mHTT CaM bind: -9

What do the screens show for `O=C(O)c1cccc(Nc2nc(-c3cccc([N+](=O)[O-])c3)cs2)c1`?
Pf apPOL inh: 7; mHTT CaM bind: 2

How did COc1ccc(Oc2c(Cl)cnn(C3c4ccccc4-c4ccccc43)c2=O)cc1 do in these assays?
Pf apPOL inh: -9

How did Cn1cccc1CN1CCN(C2CCCC2)CC1 do in these assays?
Pf apPOL inh: -2; mHTT CaM bind: 14

What do the screens show for `CC(NC(=O)c1cc2c(n1C)CCN(Cc1ccccc1)C2)c1ccccn1` (centres undefined)?
Pf apPOL inh: -2; mHTT CaM bind: 20

What do the screens show for `CSc1nc(Cl)c(-c2ccccc2)c(Cl)n1`?
Pf apPOL inh: -1; mHTT CaM bind: -23
